Compound activity (PubChem)
Pf gametocyte = inhibitors of late stage P. falciparum gametocyte viability. P. falciparum stage V gametocytes, ATP luminescence, 24 h. inhibition, % at 10.9 µM. 0.065% of 150,000 active. AID 743093;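 active = inhibition above the mean plus 3 SD of compounds within the control limits, set per campaign, cut at about 38% in these data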;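 note: 0% = DMSO wells and 100% = medium only without gametocytes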
* = called active by the depositor. These rows are one share of the data; the hit share may differ from the screen's.

SMILES	Pf gametocyte
O=C(NC1CC2CCC(C1)N2Cc1ccccc1)c1ccccc1Br (stereo unspecified)	-2.6
Cc1ccccc1Nc1c(C)c(C)nc2ncnn12	5.4
CC(NC(=O)C(C)N1C(=O)c2cccc([N+](=O)[O-])c2C1=O)c1ccccc1 (stereo unspecified)	-25.1
CC(C)c1ccc(OCC(O)CN2CCCC2)cc1 (stereo unspecified)	14.2
CC(C)(C)OC(=O)[C@H](Cc1ccccc1)NC(=O)c1nc[nH]c1C(=O)NCC(=O)OCc1ccccc1	-17.7
O=S(=O)(NCCCCNS(=O)(=O)c1c(F)cccc1F)c1ccc2c(c1)OCCO2	1.6
COc1ccc(/C=N/N2CCN(c3ccccc3OC)CC2)cc1Br	-4.2
COc1ccc(N2C(=O)N3[C@H](c4ccc(Cl)cc4)[C@@H]4C(=O)N(C5CCCCC5)C(=O)[C@@H]4[C@]3(Cc3ccc(Cl)cc3)C2=O)cc1	8.2
COc1ccc(C2=CC(=O)C[C@H](c3ccc(F)cc3)C2)c(OC)c1	-24.5
COc1cccc(Oc2cc(Cl)nc(N)n2)c1	16.4
Nc1ccccc1C#Cc1cnccn1	14.7
O=C(c1ccco1)N1CCN(C(=O)c2cccn3c(=O)c4c5c(sc4nc23)CCCC5)CC1	-1.3
Cc1cc(C)n(-c2cc(N3CCN(C(=O)c4ccccc4C)CC3)ccc2[N+](=O)[O-])n1	7.9
CCc1ccccc1NC(=O)CN(C1CCCCC1)S(C)(=O)=O	13.0
O=C(CSc1cccc2cccnc12)Nc1ccccc1F	15.0
CC(C)(C)C(=O)NC1CC2CCCC(C1)N2C(=O)Nc1cccc(Cl)c1 (stereo unspecified)	-9.6
O=c1c2c(-c3cccs3)csc2ncn1/N=C/c1ccccn1	-14.2
COC(=O)C1=C(C)N(Cc2ccccc2)C(=S)N[C@H]1c1cccc(F)c1	6.1
CCN1CCN(c2c(C=O)c(Cl)nc3ccc(OC)cc23)CC1	2.4
C[C@@H](NC(=O)c1[nH]cnc1C(=O)Nc1cccc(Cl)c1)c1ccccc1	-2.7
CN(C)c1ccc(/C=N/N2CCN(Cc3ccccc3Cl)CC2)cc1	0.8
COc1cc(-c2nc3ccc(C)cn3c2NCc2ccccc2)ccc1SC1CCCCC1	-15.5
Cn1c(SCc2ccccc2Br)nc2ccccc2c1=O	3.1
CCN(CC)C(=O)C1CCN(Cc2ccc(OCc3ccccc3)c(OC)c2)CC1	-9.0
CC(C)(C)CN1C(=O)C(=O)NC[C@@H]1CCCCN	-25.5

Following part.
SMILES	Pf gametocyte
CC(C)(C)c1nnc(NS(=O)(=O)c2ccc(F)cc2)s1	7.7
O=C(N/N=C/c1ccoc1)c1cccc(OC(F)(F)C(F)F)c1	-20.7
CC(C)(C)C1CCC(=O)N(CCSc2ccccc2)CC1 (stereo unspecified)	-2.6
COc1cccc(C=Nc2ccc(N3CCOCC3)cc2)c1O	14.9
COc1cccc2oc3ccc(C#Cc4ccccn4)cc3c(=O)c12	-4.7
CC(=O)Nc1ccc(OC(=O)Cc2ccc(Cl)cc2)cc1	10.7
CCN1C(=O)[C@H]2[C@@H](c3ccc(C)cc3)N3C(=O)N(c4cccc(Br)c4)C(=O)[C@@]3(CC(C)C)[C@H]2C1=O	-14.2
Clc1cccc(Cl)c1C[n+]1cccc2ccccc21	11.1
CN(CC1CCN(CCc2cccc(C(F)(F)F)c2)CC1)C(=O)c1ccccc1	-0.1
COc1c(O)cccc1[C@H](O)C1CCN(CCc2ccc(F)cc2)CC1	-6.5
COc1cc(OC)cc(-c2c(-c3cccs3)c3cc(-c4ccc(OC)c(OC)c4)ccc3n2C)c1	-44.0
Cc1noc(NS(=O)(=O)c2ccc(NC(=O)C(F)(F)C(F)(F)C(F)(F)F)cc2)c1C	-16.0
Fc1cccc(Cl)c1CNCc1cccnc1	-13.0
Nc1ccccc1Nc1nc2ccccc2[nH]1	1.7
Cc1ccc(O)c(NC(=S)NC(=O)c2ccc(-c3ccc(Cl)cc3)o2)c1	1.4
CCc1ccc(Nc2nc(C)cc(C)c2C(N)=O)cc1	-7.8
CC1CC(C)CN(c2nc3c(c(=O)[nH]c(=O)n3C)n2CCCSc2nc3ccccc3s2)C1 (stereo unspecified)	3.4
O=C(O)c1cn(-c2ccc(F)cc2)c2cc(Cl)c(F)cc2c1=O	-37.1
COc1nc(-c2ccccc2)c2cc(C)ccc2n1	11.2
Cc1ccccc1NC(=O)c1cccc(C(=O)Nc2ccccc2C)n1	-0.2
CC1CCN(CC(O)Cn2c3ccccc3c3ccccc32)CC1 (stereo unspecified)	-4.2
CC1=C[C@@H](C)[C@@H](c2ccccc2)OC1=O	-23.6
CCOc1ccc(S(=O)(=O)n2c([N+](=O)[O-])cnc2C)c(C)c1C	-7.2
O=C(NCC1CC1)C1(S(=O)(=O)c2ccccc2)CC=CC1	-2.6
C=CCNC(=O)c1c(CS(=O)(=O)c2ccccc2)noc1C(=O)NCc1ccccc1	-23.7

Further structures
SMILES	Pf gametocyte
CCC(=O)N(CCc1ccccc1)Cc1cc2cc(C)ccc2[nH]c1=O	-8.8
Cc1ccc(C(=O)NC(=S)NCc2ccccc2)cc1Br	7.2
O=C(Nc1cccc(Cl)c1)c1cnccn1	2.9
Cc1cc(NC(=O)Cc2ccccc2[N+](=O)[O-])no1	-15.2
CC(C)(C)c1cccc(Cn2nnc3ccccc32)c1O	-0.9
OC(COc1ccc(OCC(O)CN2CCN(Cc3ccccc3)CC2)cc1)CN1CCN(Cc2ccccc2)CC1 (stereo unspecified)	-6.5
Cc1ccccc1OCc1n[nH]c(=S)n1-c1cccc(Cl)c1	15.2
Cc1cc(C)cc(NC(=O)CCN2CCOCC2)c1	-7.8
COc1ccc(CNCc2cccn2C)cc1	-14.6
O=C(NCc1ccc2c(c1)OCO2)c1c(Cl)cccc1Cl	4.0
C/C=C/c1ccc(OCCNCc2ccccc2)c(OC)c1	19.7
COc1ccc([C@H]2CC(=O)C=C(c3cccc(Cl)c3)C2)cc1OC	9.1
O=c1oc(CCCO)cc2ccc(/C=C/c3cccc([N+](=O)[O-])c3)cc12	-14.0
C=C(c1ccccc1Cl)[n+]1ccccc1	8.4
COc1cccc(CNc2ccc3[nH]c(=O)[nH]c3c2)c1OCc1ccccc1Cl	0.8
O=C(NCc1cccc(Br)c1)C1CC(c2ccc(C(F)(F)F)cc2)=NO1 (stereo unspecified)	8.3
COc1ccc(OC)c(C(=O)NC(CC(N)=O)c2ccc(N3CCN(c4ccccn4)CC3)c([N+](=O)[O-])c2)c1 (stereo unspecified)	15.6
Cn1c(=O)[nH]c(=O)c2c1nc(Br)n2Cc1ccccc1F	-6.8
CC(C)(C)N(Cc1ccccc1)C(=O)c1cccs1	9.1
O=C(O)C1C2CCC(C2)C1C(=O)NCCc1ccc(F)cc1 (stereo unspecified)	4.4
O=C(N[C@@H](Cc1ccccc1)C(=O)OCc1ccccc1)c1nc[nH]c1C(=O)N[C@@H](Cc1ccccc1)C(=O)OCc1ccccc1	0.4
CCOC(=O)N1CCN(C(=O)CCc2ccc(S(=O)(=O)NC(C)(C)C)cc2)CC1	10.4
COc1ccc(-c2c(-c3ccsc3)oc(=O)c3cc(OC)c(OC)cc23)cc1	-0.7
O=C1C[C@@H]2c3c(cccc3CN1Cc1ccc(Cl)cc1)C[C@@H](O)[C@H]2O	-9.7
Cn1c(=O)[nH]c(=O)c2c1nc(N1CCN(C(=O)c3ccco3)CC1)n2CCCSc1ncccn1	11.8

Next records.
SMILES	Pf gametocyte
COc1ccc(OC)c(NC(=O)CSc2nc(-c3ccccc3)cc(=O)[nH]2)c1	16.3
CCC1COCCS(=O)(=O)N1Cc1ccccc1F (stereo unspecified)	1.0
O=[N+]([O-])c1ccccc1N=Nc1ccc(O)cc1	1.3
Cc1ccc(NC(=O)c2cccc3ccccc23)cc1	-18.6
O=C(NCc1ccc(F)cc1)c1cnccn1	-9.9
COc1ccc(-c2nnc(NC(=O)c3c(OC)cccc3OC)s2)cc1	8.3
CCOC(=O)[C@H]1[C@H]2COc3ccccc3[C@@H]2N2C(=O)CN(Cc3ccc(C)cc3)C(=O)[C@@]12C	8.1
Cc1ccc(S(=O)(=O)NCc2cccnc2)cc1	4.8
COc1ccc(/C=C/c2c(-c3ccc(OC)cc3)oc(=O)c3cc(OC)c(OC)cc23)cc1	-20.3
O=c1ccc(Cl)nn1-c1ccccc1	-7.4
COc1ccc(C(=O)O/N=C2\C(=O)N(C)c3ccccc32)cc1	-5.6
COC(=O)NNC(=O)C(c1ccccc1)c1ccccc1	-13.4
CC(C)CN1CCC(=O)N([C@H](CSc2ccccc2)Cc2ccccc2)CC1	-1.0
CCOC(=O)C1=C(c2ccccc2)NC(=O)NC1c1cc(OCC)c(O)c([N+](=O)[O-])c1 (stereo unspecified)	1.9
NC(=O)CC(NC(=O)c1ccccc1)c1ccc(N2CCCCCCC2)c([N+](=O)[O-])c1 (stereo unspecified)	16.2
CC(C)(O)c1cc2ccc(C#Cc3ccsc3)cc2c(=O)o1	-7.3
Cn1c(=O)c2c(nc3n2CC(O)CN3c2ccccc2)n(C)c1=O (stereo unspecified)	-15.6
O=C(CNS(=O)(=O)c1c(Cl)cccc1Cl)N1CCCCCC1	1.7
COC(=O)[C@@H](CC(C)C)NS(=O)(=O)N(Cc1ccccc1)[C@@H](CC(C)C)C(=O)OC	10.3
Cc1sc2nnn(CC(=O)N3CCN(C(=O)c4ccco4)CC3)c(=O)c2c1C	-4.5
COc1cc(-c2nc3cnccn3c2NC(C)(C)CC(C)(C)C)ccc1O	2.7
O=C(Nc1ccccc1-c1ccccc1)c1ccccc1[N+](=O)[O-]	15.3
Cc1ccccc1/C=C/c1cccc[n+]1C	-8.9
CC(=O)Nc1ccc(Nc2nc(-c3cc4ccccc4oc3=O)cs2)cc1	-1.8
COc1ccc(Cl)cc1C(=O)NN=C1CCCC1	-13.6

Further records follow:
SMILES	Pf gametocyte
Brc1ccc(-c2c(-c3ccsc3)sc3ccccc23)cn1	-4.7
CC(C)NC(=O)c1onc(CSc2nc3ccccc3[nH]2)c1C(=O)NC(C)C	-1.7
Cc1ccc(C(=O)C2C(c3ccc(-c4ccccc4[N+](=O)[O-])o3)NC(=O)NC2(O)C(F)(F)F)cc1 (stereo unspecified)	5.7
C[C@@H](CSc1ccc(Br)cc1)CN1CC[C@H](O)CCC1=O	12.4
CCCCN(C)Cc1c(O)ccc2c(=O)c(-c3ccccc3OC)coc12	3.7
COc1ccc(S(=O)(=O)N(C)C[C@H]2Oc3c(NC(=O)Nc4c(C)noc4C)cccc3C(=O)N([C@H](C)CO)C[C@@H]2C)cc1	-8.3
CCC[C@@H]1CCCC/C=C\CCCC(=O)OCCN1C(=O)OC(C)(C)C	14.4
CC(C)C(=O)NC(c1cccc([N+](=O)[O-])c1)c1ccc2cccnc2c1O (stereo unspecified)	-9.4
COc1cc(C(=O)Nc2cccc(NC(=O)c3cccs3)c2)cc(OC)c1OC	-3.0
O=C(/C=C/c1ccccc1Cl)N1CCOCC1	10.3
Nc1ccc(-c2cnc3ccccc3n2)cc1	-11.1
O=C1NC(Cc2ccc(O)cc2)c2nc3ccc(Cl)cc3c(=O)n2-c2ccc(Cl)cc21 (stereo unspecified)	-2.5
Cc1ccc(OCC(O)CNC2CCCC2)c(C)c1 (stereo unspecified)	-3.7
C[C@@H]1CCC[C@@]2(O[C@@H](CCO)C[C@H](O)[C@H]2O)O1	-20.3
COc1ccc(C(=O)Nc2c(O)ccc3ccccc23)cc1	-6.6
c1ccc(-c2nc3cccnc3nc2-c2ccccc2)cc1	22.5
COc1cc(C(=O)OC(C)CN2CCCCC2)cc(OC)c1OC (stereo unspecified)	3.6
COc1ccc(C(=O)OCCN2C(=O)c3ccccc3C2=O)cc1OC	1.5
O=C1C=C(c2cc(F)ccc2F)C[C@@H](c2ccc(Cl)cc2)C1	-18.4
O=C(Cc1ccc(Cl)cc1)N/N=C/c1cccc(O)c1	16.4
CCN1C(=O)[C@@H]2[C@@H](c3ccc(-c4ccccc4)cc3)N3CCC[C@@]3(C(=O)OC)[C@@H]2C1=O	0.5
O=CC1=C(c2ccccc2)Oc2ccccc2O1	-8.0
Cc1ccc2cc3c(=O)n(C)cc(C=O)c3nc2c1	-4.9
CCCC[C@@H]1CN=C(N)N1CCCC	0.0
O=C(O)CCC(=O)Nc1cccc(-c2nc3ccccc3o2)c1	-1.7
COc1ccc(CCNS(=O)(=O)c2cccc([N+](=O)[O-])c2)cc1OC	-23.3
NC(=O)C1CC(=O)N(c2ccc(OCc3ccc([N+](=O)[O-])cc3)cc2)C1 (stereo unspecified)	2.0
COc1ccc(OC)c(C2/C(=C(/O)c3cnn(-c4ccccc4)c3C)C(=O)C(=O)N2CCN(C)C)c1 (stereo unspecified)	0.9
